Screening data as filed in PubChem BioAssay.
Hck-Nef inh – human Hck-Nef kinase inhibition; P08631; Recombinant Hck-YEEI plus Nef, Z-Lyte FRET kinase assay; inhibition, % at 20 µM; hit rate 0.68% among 220,000; AID 463187;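 active = Hck-Nef kinase inhibition above about 50%, limit read from the data; inactive = inhibition below that limit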;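 also: 0% = DMSO with Hck plus Nef and 100% = Hck alone without Nef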
KCC2 mod – modulates chloride dependent transport by human KCC2. KCC2 cells, thallium flux FluoZin-2 fluorescence. B-score of Tl+ flux slope (higher = more flux/activation; lower = inhibition) at 10 µM. Q9H2X9. hit rate 2.2% among 190,000;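 active = thallium flux slope and its plate-corrected score both differing from the plate sample mean at a set confidence after two filtering rounds, in either direction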;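 also: slope of fluorescence scaled to starting intensity during 10 to 20 s after thallium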
Rad51 HR inh – Rad51 (human) homologous recombination inhibition; hRad51 DNA strand exchange, fluorescence dequenching; inhibition, % at 10 µM; hit rate 0.085% among 200,000; AID 1385;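 active = inhibition above 40% at the single screening dose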;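 also: 0% = DMSO control wells and 100% = blanks with heterologous ssDNA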
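material = hRad51 filaments on single-stranded DNA | reagent = Donor/quencher-labelled 47-bp dsDNA substrate | compound = 10 µM final, single point | schedule = strand-exchange reaction 15 min at room temperature | measured by = fluorescein emission 520 nm, excitation 485 nm | read-out basis = % inhibition versus plate control and blank means | benchmarks = plate controls and plate blanks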
zVAD death inh – blocks zVAD induced death of L929 cells; L929 zVAD necroptosis rescue, ATP luminescence, 24 h; with zVAD 60 µM; viability rescue, % at 10 µM; hit rate 0.38% among 220,000; AID 1377;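 active = activation, scaled between plate controls, above about 75%, limit read from the data; inactive = activation under that limit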;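 also: 0% = zVAD with DMSO and 100% = DMSO alone without zVAD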
FXIIa inh – factor XIIa (human) inhibition; purified FXIIa, Boc-QGR-AMC fluorogenic substrate, 2 h; inhibition, % at 5 µM; hit rate 0.3% among 220,000; AID 800; in the data active = inhibition above about 40%;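 also: 0% = enzyme with no compound and 100% = blank without enzyme; many of its hits are not listed in these tables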
FXIa inh – inhibitors of human coagulation factor XIa; purified FXIa, Boc-Glu-Ala-Arg-AMC fluorogenic substrate; inhibition, % at 5 µM; hit rate 0.14% among 220,000; AID 798;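 active = inhibition of at least 40%; inactive = inhibition below 40%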;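 also: fluorescence of freed AMC excited at 355 nm; 0% = enzyme without compound and 100% = no enzyme blank; many of its hits are not listed in these tables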
Target sequence (P03951 19-387 limits assumed): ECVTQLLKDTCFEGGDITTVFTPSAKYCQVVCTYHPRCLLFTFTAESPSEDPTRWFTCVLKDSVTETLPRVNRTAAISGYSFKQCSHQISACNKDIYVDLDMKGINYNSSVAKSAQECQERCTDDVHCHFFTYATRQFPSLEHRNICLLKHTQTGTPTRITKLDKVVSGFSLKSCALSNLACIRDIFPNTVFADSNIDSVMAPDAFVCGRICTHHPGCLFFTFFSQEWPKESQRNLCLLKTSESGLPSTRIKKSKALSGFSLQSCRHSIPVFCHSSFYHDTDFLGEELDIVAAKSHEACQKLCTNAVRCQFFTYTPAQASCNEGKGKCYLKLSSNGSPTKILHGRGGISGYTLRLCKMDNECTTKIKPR
Target sequence (P03951 388-625 limits assumed): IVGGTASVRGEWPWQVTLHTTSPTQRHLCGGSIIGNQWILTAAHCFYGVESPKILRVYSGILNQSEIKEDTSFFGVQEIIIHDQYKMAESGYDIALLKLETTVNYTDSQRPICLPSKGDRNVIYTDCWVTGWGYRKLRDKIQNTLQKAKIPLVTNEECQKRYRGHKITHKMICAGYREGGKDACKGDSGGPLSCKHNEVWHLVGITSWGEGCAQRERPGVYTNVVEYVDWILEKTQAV
TNF death inh – inhibitors of TNF-alpha induced necroptosis in Jurkat FADD-/- cells. Jurkat FADD-/- TNF necroptosis rescue, ATP luminescence, 24 h; 0 = TNF only, 100 = no-TNF cells. activation (protection from cell death), % at 10 µM. hit rate 0.068% among 220,000. AID 463075;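 active = activation, meaning protection from cell death, of at least 50% relative to plate controls; inactive = activation below 50%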;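 also: necroptosis triggered by 40 ng/mL TNF-alpha added together with compound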
Thrombin inh – thrombin (human) inhibition; AID 1046; P00734; hit rate 0.26% among 220,000; inhibition, % at 5 µM; alpha-thrombin, Boc-VPR-AMC fluorogenic substrate cleavage;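 active = inhibition at or above 40%; inactive = inhibition below 40%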;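 also: 0% = enzyme with no compound and 100% = wells without enzyme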
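System: Human alpha-thrombin protein | Medium: pH 7.5 Tris (50 mM) with NaCl 150 mM, Tween 20 0.05% | Times: Enzyme reaction carried out at room temperature | Detection: AMC fluorescence, 355/460 nm | Evaluation: Percent inhibition scaled between no-compound controls and no-enzyme blanks | Benchmarks: Enzyme without compound as high, wells lacking enzyme as low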
hK5 inh – blocks human kallikrein 5 protease activity; recombinant hK5, fluorogenic AMC substrate cleavage; inhibition, % at 5 µM; hit rate 0.59% among 210,000;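 active = inhibition of 40% or more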;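 also: 0% = enzyme controls without compound and 100% = no-enzyme blanks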
Target sequence (Q9Y337 67-293 limits assumed): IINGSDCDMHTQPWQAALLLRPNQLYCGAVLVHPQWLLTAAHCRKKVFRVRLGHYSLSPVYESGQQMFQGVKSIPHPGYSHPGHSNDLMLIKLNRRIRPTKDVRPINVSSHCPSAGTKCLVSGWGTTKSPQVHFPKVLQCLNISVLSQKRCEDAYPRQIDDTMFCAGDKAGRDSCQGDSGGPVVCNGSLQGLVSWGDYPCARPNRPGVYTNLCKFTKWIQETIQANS
Starred values were filed as active, the others as inactive; nt = not tested or not shown. Not all compounds are listed. The share of hits here may be higher or lower than overall.

1. CCOC(=O)C1=C(C)NC2=C(C(=O)C(C(=O)OCC)C(c3cccc(OC)c3)C2)C1c1ccccn1 (stereo not drawn)
2. C=CCn1c(CSCc2ccccc2)nnc1SCC(=O)N1CCN(c2ccccc2)CC1
3. COc1ccccc1Nc1nc(N)nc(CN2CC(C)CC(C)C2)n1 (stereo not drawn)
4. CCc1ccc(OCC(=O)NC(C)C)cc1
5. Cc1ccc(CNS(=O)(=O)c2ccc3c(c2)OCCO3)cc1
6. COCCNC(=S)Nc1ccc(S(=O)(=O)Nc2cnc3ccccc3n2)cc1
Screen / compound no. | 1 | 2 | 3 | 4 | 5 | 6
Hck-Nef inh | 30 | 2 | -14 | 1 | 2 | 29
KCC2 mod | -0.49 | -1.6 | 0.082 | 0.54 | -1.3 | 0.92
Rad51 HR inh | -3 | -2 | 2 | 15 | 6 | -36
zVAD death inh | -0.2 | 0.1 | -1.1 | 0.3 | -0.1 | 1.1
FXIIa inh | 26 | 1 | 0 | -1 | 13 | 9
FXIa inh | 16 | 2 | -6 | -5 | 5 | -2
TNF death inh | -2.8 | -2.7 | 1.4 | 0.3 | 0.7 | 0.5
Thrombin inh | 1 | 2 | -3 | 2 | -4 | -10
hK5 inh | -3 | -5 | -15 | -23 | -15 | -6

7. CC(C)c1onc(C(=O)NC(C)c2ccccc2)c1[N+](=O)[O-] (stereo not drawn)
8. CCn1nc(C)c(NC(=O)c2ccc(Br)o2)c1C
9. CC1CN(Cc2c(O)ccc3c(=O)c(-c4ccccc4)coc23)CC(C)O1 (stereo not drawn)
10. Clc1ccc(CSc2nnc(-c3ccncc3)o2)cc1
11. Cc1nc(NCC2CC2)c2nnn(Cc3ccccc3)c2n1
12. CCCCn1c(=O)[nH]c2nc3cc(NC(C)=O)ccc3nc2c1=O
Screen / compound no. | 7 | 8 | 9 | 10 | 11 | 12
Hck-Nef inh | -4 | 0 | 22 | 3 | 20 | -5
KCC2 mod | 0.61 | 1.1 | 1.5 | -0.19 | -0.24 | 0.11
Rad51 HR inh | nt | 4 | 1 | -1 | 3 | -82
zVAD death inh | 0.2 | -0.2 | 0.8 | -0.2 | -0.1 | 0.9
FXIIa inh | 4 | 8 | 1 | 19 | 10 | 3
FXIa inh | 3 | -3 | -6 | 4 | -3 | 3
TNF death inh | -0.1 | 0.4 | -0.8 | 8.0 | -0.1 | 1.0
Thrombin inh | -1 | -4 | -13 | 3 | 4 | -1
hK5 inh | nt | -15 | 3 | -10 | 12 | 1

13. CNC(=O)c1cc2cc(Br)ccc2s1
14. Cc1ccccc1-c1nc(CS(=O)(=O)CC(=O)NCCCN2CCCC2)c(C)o1
15. CCCCN(CC)CCNC(=O)c1cc2c(=O)[nH]c3ccccc3c2n1C
16. S=c1[nH]nc(-c2cccc(Cl)c2)n1/N=C/c1ccco1
17. Cc1cccc(-c2nc(N)nc(N)n2)c1
18. CCOC(=O)Cc1csc(NC(=O)COc2ccccc2OC)n1
Screen / compound no. | 13 | 14 | 15 | 16 | 17 | 18
Hck-Nef inh | -8 | 3 | 6 | -24 | 17 | 0
KCC2 mod | 0.054 | 0.49 | -1.2 | 14* | -0.56 | nt
Rad51 HR inh | 5 | 0 | nt | 9 | 17 | 5
zVAD death inh | 9.6 | -0.2 | 4.8 | 0.6 | -0.2 | 1.3
FXIIa inh | 4 | 1 | 4 | 12 | 1 | 11
FXIa inh | -5 | -8 | -2 | 2 | -3 | 3
TNF death inh | 0.0 | -0.3 | 2.7 | 1.3 | 2.4 | -0.1
Thrombin inh | -7 | 4 | -1 | -1 | -9 | -2
hK5 inh | -4 | -9 | nt | 1 | -4 | -9

19. CSc1ccccc1N=Cc1nc(-c2ccccc2)oc1O
20. Nc1ccccc1SC1CC(=O)N(c2ccc3c(c2)OCCO3)C1=O (stereo not drawn)
21. O=[N+]([O-])c1ccccc1CSc1nnc2ccccn12
22. COC(=O)c1cccc(C23CC4(C2)[C@H](CN(Cc2ccc(-c5ccccc5)cc2)[C@@H]4c2ccccc2)C3c2ccc(Cl)nc2)c1 (stereo partly drawn)
23. CC(C)c1ccc(C(=O)N2CCN(CCO)CC2)cc1
24. CCc1ccc(NC(=O)C[n+]2cc(-c3ccc(C)cc3)n3c2CCC3)cc1
Screen / compound no. | 19 | 20 | 21 | 22 | 23 | 24
Hck-Nef inh | 1 | 19 | 17 | 23 | -1 | 16
KCC2 mod | nt | 0.017 | -0.84 | -0.63 | nt | 1.2
Rad51 HR inh | 5 | 8 | -9 | -1 | -10 | 29
zVAD death inh | -0.2 | -0.3 | -0.6 | -0.4 | -0.1 | 0.0
FXIIa inh | 12 | 5 | 12 | 7 | 1 | 9
FXIa inh | 7 | -5 | 9 | 1 | 4 | 2
TNF death inh | -5.4 | 0.0 | -0.6 | -0.4 | 0.1 | -5.2
Thrombin inh | 0 | -5 | 0 | 2 | -6 | 2
hK5 inh | -5 | -4 | 3 | 1 | -26 | 1

One compound at a time, as listed above. Order of values: Hck-Nef inh | KCC2 mod | Rad51 HR inh | zVAD death inh | FXIIa inh | FXIa inh | TNF death inh | Thrombin inh | hK5 inh
O=[N+]([O-])c1ccccc1CSc1nnc2ccccn12 reads 17 | -0.84 | -9 | -0.6 | 12 | 9 | -0.6 | 0 | 3
CCc1ccc(NC(=O)C[n+]2cc(-c3ccc(C)cc3)n3c2CCC3)cc1 reads 16 | 1.2 | 29 | 0.0 | 9 | 2 | -5.2 | 2 | 1

Next part:
25. Cc1cc(C)nc(SCC(=O)Nc2ncccn2)n1
26. CSc1ccc(S(=O)(=O)NC2CCCCCC2)cc1
27. CN(CC(=O)Nc1cccc2ccccc12)c1ccc(S(=O)(=O)N2CCOCC2)cn1
28. COc1ccc(/C=C2/SC(=S)N(n3c(C)ccc3C)C2=O)cc1
29. CCCSC1=N/C(=C/c2ccsc2)C(=O)N1c1ccccc1
30. Cc1ccc(S(=O)(=O)N2CN(Cc3ccco3)c3nc4ccccc4nc32)cc1
Screen / compound no. | 25 | 26 | 27 | 28 | 29 | 30
Hck-Nef inh | 3 | 0 | -12 | -2 | 6 | -1
KCC2 mod | nt | -0.69 | 1.6 | nt | -0.00078 | 1.5
Rad51 HR inh | 14 | 4 | 12 | nt | -63 | -4
zVAD death inh | 0.3 | -0.4 | 0.1 | -0.2 | 0.3 | 0.4
FXIIa inh | 19 | 12 | 1 | 84* | 17 | 11
FXIa inh | 10 | 3 | -3 | 1 | 9 | 6
TNF death inh | 0.4 | 0.5 | -0.5 | -1.4 | 1.4 | -2.4
Thrombin inh | 2 | -3 | -9 | -8 | -1 | -4
hK5 inh | -11 | 0 | -13 | -14 | -3 | -3

31. Cc1cc(C)n(-c2ccc(C(=O)OCC(=O)NCc3ccc(Cl)cc3)cc2)n1
32. CN(CCC#N)C(=O)COC(=O)c1ccc2[nH]c3c(c2c1)CCCC3
33. Cn1c(=O)oc2cc(S(=O)(=O)N3CCc4ccccc43)ccc21
34. COc1ccc(CN2CCNC(=O)C2CC(=O)N(C)Cc2ccon2)cc1OC (stereo not drawn)
35. CCOP(=O)(OCC)C(C)(C)NC(=O)c1cc([N+](=O)[O-])cc([N+](=O)[O-])c1
36. CCN(CC)S(=O)(=O)c1cccc(C(=O)N[C@H](C(=O)NCc2ccc(Cl)cc2)C(C)C)c1
Screen / compound no. | 31 | 32 | 33 | 34 | 35 | 36
Hck-Nef inh | 2 | 27 | 7 | 2 | 0 | -1
KCC2 mod | 0.49 | -1 | 0.36 | -0.73 | -2.1 | 0.55
Rad51 HR inh | 6 | -5 | -3 | -8 | 5 | 0
zVAD death inh | 0.1 | 13 | 0.7 | 0.2 | -0.2 | 0.1
FXIIa inh | 14 | 8 | 12 | 17 | 16 | 2
FXIa inh | 9 | 1 | 1 | 4 | -2 | -2
TNF death inh | 1.6 | 0.3 | -12 | -1.4 | 1.4 | 0.9
Thrombin inh | -10 | -6 | 5 | 4 | 4 | 1
hK5 inh | -6 | -3 | 2 | nt | -10 | -8

In another format: results already given
entry | SMILES | Hck-Nef inh | KCC2 mod | Rad51 HR inh | zVAD death inh | FXIIa inh | FXIa inh | TNF death inh | Thrombin inh | hK5 inh
3 | COc1ccccc1Nc1nc(N)nc(CN2CC(C)CC(C)C2)n1 (stereo not drawn) | -14 | 0.082 | 2 | -1.1 | 0 | -6 | 1.4 | -3 | -15
20 | Nc1ccccc1SC1CC(=O)N(c2ccc3c(c2)OCCO3)C1=O (stereo not drawn) | 19 | 0.017 | 8 | -0.3 | 5 | -5 | 0.0 | -5 | -4
27 | CN(CC(=O)Nc1cccc2ccccc12)c1ccc(S(=O)(=O)N2CCOCC2)cn1 | -12 | 1.6 | 12 | 0.1 | 1 | -3 | -0.5 | -9 | -13
23 | CC(C)c1ccc(C(=O)N2CCN(CCO)CC2)cc1 | -1 | nt | -10 | -0.1 | 1 | 4 | 0.1 | -6 | -26

(list continues)
37. Cc1ccc(C(=O)Oc2cc(C)[nH]c(=O)c2[N+](=O)[O-])cc1
38. O=S(=O)(c1ccc(S(=O)(=O)N(Cc2cccs2)CC2CCCO2)cc1)N1CCCCC1 (stereo not drawn)
39. CC(=O)c1ccc(NC(=S)NCCc2ccccn2)cc1
40. N#Cc1cnn(Cc2ccc(Cl)cc2)c1N
41. C/C(CCN1CCCCc2nc(C)c(C)cc21)=N\O[C@H](C)c1cn([C@H](CO)Cc2ccccc2)nn1
42. COc1ccc(-c2cc3nc(C)cc(NCCO)n3n2)cc1
Screen / compound no. | 37 | 38 | 39 | 40 | 41 | 42
Hck-Nef inh | 22 | 3 | 5 | 7 | -6 | 2
KCC2 mod | 0.88 | nt | 1.4 | 0.55 | -0.51 | -0.25
Rad51 HR inh | 0 | -5 | 3 | 4 | nt | -1
zVAD death inh | 1.4 | -0.6 | 0.8 | 1.0 | -0.5 | 0.1
FXIIa inh | 9 | 5 | 8 | 58* | 9 | -3
FXIa inh | 3 | -2 | 5 | 36 | -1 | -13
TNF death inh | -0.4 | 0.3 | 0.3 | 23 | 3.1 | -4.4
Thrombin inh | -1 | -2 | -8 | 0 | -5 | -7
hK5 inh | 3 | -14 | -17 | 9 | -14 | -3

43. COc1ccccc1N=Cc1c(C)c(C#N)c2[nH]c3ccccc3n2c1=O
44. CCN(CC)S(=O)(=O)c1ccc(N)cc1
45. COC(=O)c1c(NC(NC(C)=O)C(Cl)(Cl)Cl)sc2c1CCCC2 (stereo not drawn)
46. O=C(CSc1nnc(NC(=O)C2CC2)s1)NCc1cccs1
47. COc1ccc2c(c1)[nH]c1c(=O)n(Cc3ccccn3)cnc12
Screen / compound no. | 43 | 44 | 45 | 46 | 47
Hck-Nef inh | 53* | 18 | 3 | 8 | 1
KCC2 mod | -0.097 | -0.073 | -0.3 | 0.16 | -0.35
Rad51 HR inh | -211 | 4 | 8 | -2 | -6
zVAD death inh | 4.8 | 7.3 | 1.6 | 2.0 | 0.3
FXIIa inh | 11 | 7 | 8 | -6 | 18
FXIa inh | -1 | -3 | 3 | -6 | 5
TNF death inh | -1.8 | 0.3 | 0.7 | 3.0 | 3.5
Thrombin inh | 0 | -8 | -2 | 7 | 5
hK5 inh | 4 | -1 | -7 | -8 | 5
